Compound activity from PubChem.
proCasp7 act: activates human procaspase-7, counter-screen for procaspase-3 activators. P55210. recombinant procaspase-7, Ac-DEVD-pNA absorbance 405 nm; D23A/D198A/D206A triple mutant, cannot self-cleave; scale: DMSO 0, 5 µM enzyme 100. activation, % at 8.5 µM. hit rate 0.093% among 330,000. AID 463210;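 active means percent activation above the screen-wide mean plus 3 SD, cut at about 25% in these data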
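Material: Procaspase-7 triple mutant (PC-7 D3A) | Quantity: 2 µM procaspase-7 mutant as dispensed | Reagent: DEVD-pNA substrate | Times: 1 h preincubation, 2 h reaction | Technique: 405 nm absorbance of p-nitroaniline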
CIT2 TOR yeast: alters CIT2-GFP fluorescence in TOR pathway yeast screen. S. cerevisiae CIT2-GFP strain, flow cytometry, 3 h; 100 means same as DMSO wells. GFP response vs DMSO, % at 10 µM. hit rate 0.065% among 320,000;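 active means GFP response relative to DMSO above a set limit, near the screen mean plus 3 SD, cut at about 150% in these data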;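 further: ratio of well median GFP fluorescence to mean of DMSO wells on the plate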
AHR act: activates the human aryl hydrocarbon receptor. AHR-responsive luciferase reporter cells, luminescence. activation, % at 5 µM. P35869. hit rate 2.5% among 320,000; in the data active means activation above about 47%;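 further: 0% = vehicle wells and 100% = reference agonist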
Target sequence (P35869 whole entry, looked up): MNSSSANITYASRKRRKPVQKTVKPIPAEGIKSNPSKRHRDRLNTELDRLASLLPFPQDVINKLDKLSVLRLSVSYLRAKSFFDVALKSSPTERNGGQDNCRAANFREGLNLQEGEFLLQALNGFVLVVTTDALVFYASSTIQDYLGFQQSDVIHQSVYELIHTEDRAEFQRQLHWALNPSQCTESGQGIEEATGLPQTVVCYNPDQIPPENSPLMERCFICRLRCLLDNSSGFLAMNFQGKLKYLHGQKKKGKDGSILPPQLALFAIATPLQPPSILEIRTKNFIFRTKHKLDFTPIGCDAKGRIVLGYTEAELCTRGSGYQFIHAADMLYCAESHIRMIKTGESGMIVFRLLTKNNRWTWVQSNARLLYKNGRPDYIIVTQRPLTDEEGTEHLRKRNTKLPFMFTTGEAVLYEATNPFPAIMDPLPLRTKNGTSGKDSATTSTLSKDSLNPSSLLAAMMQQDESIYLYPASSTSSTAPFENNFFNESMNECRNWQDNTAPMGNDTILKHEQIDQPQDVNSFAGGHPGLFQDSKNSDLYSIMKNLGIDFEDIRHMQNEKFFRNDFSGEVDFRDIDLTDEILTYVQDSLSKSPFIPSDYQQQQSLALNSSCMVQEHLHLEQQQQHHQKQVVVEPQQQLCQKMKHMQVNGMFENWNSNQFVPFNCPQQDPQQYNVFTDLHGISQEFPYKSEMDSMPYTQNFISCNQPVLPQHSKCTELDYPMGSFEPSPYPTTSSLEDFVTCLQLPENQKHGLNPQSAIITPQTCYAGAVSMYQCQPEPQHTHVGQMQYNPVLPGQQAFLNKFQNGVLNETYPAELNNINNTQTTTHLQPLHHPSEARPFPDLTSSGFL
MEP2-GFP yeast: modulators of TOR pathway MEP2-GFP in S. cerevisiae. S. cerevisiae MEP2-GFP strain, flow cytometry GFP, 3 h; 100% = DMSO control level. GFP response vs DMSO, % at 10 µM. hit rate 0.51% among 330,000. AID 2016;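 active means GFP response versus DMSO above a set limit, roughly screen mean plus 3 SD, cut at about 180% in these data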;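 further: median GFP fluorescence of the barcode-gated MEP2-GFP cells per well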
RPL19A TOR yeast: alters RPL19A-GFP fluorescence in TOR pathway yeast screen | percent response vs DMSO, % at 10 µM | S. cerevisiae RPL19A-GFP strain, flow cytometry, 3 h; hits give low values | hit rate 0.3% among 330,000 | AID 2025;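 active means percent response vs DMSO below 50%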;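 further: median channel GFP fluorescence of the barcoded RPL19A-GFP strain; ratio of sample median GFP to plate DMSO average so 100% = DMSO; lower means less RPL19A-GFP as with rapamycin TOR inhibition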
LAP4 TOR yeast: yeast TOR pathway LAP4-GFP modulation. S. cerevisiae LAP4-GFP multiplex, flow cytometry GFP, 3 h; median GFP as percent of DMSO wells. GFP response vs DMSO, % at 10 µM. hit rate 0.34% among 320,000. AID 2023;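 active means GFP response vs DMSO above a set limit, about the screen mean plus 3 SD, cut at about 150% in these data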
AGP1 TOR yeast: modulators of TOR pathway AGP1-GFP in S. cerevisiae; S. cerevisiae AGP1-GFP multiplex flow cytometry, 3 h; GFP as percent of DMSO wells; GFP response vs DMSO, % at 10 µM; hit rate 0.02% among 320,000;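 active means GFP response relative to DMSO above a set limit, near screen average plus 3 SD, cut at about 150% in these data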;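 further: median GFP channel fluorescence of the gated AGP1 strain per well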
procasp3 activ: procaspase-3 (human) activation; P42574; recombinant procaspase-3 D3A, Ac-DEVD-pNA absorbance 405 nm; activation, % at 8.5 µM; hit rate 0.11% among 330,000; AID 463141;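 active means activation above the mean of all tested compounds plus 3 SD, cut at about 21% in these data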;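 further: 0% = DMSO alone and 100% = DMSO wells spiked with extra 5 µM PC-3 D3A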
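Test system: Procaspase-3 D3A mutant; medium: Zinc-free HEPES/NaCl buffer with 0.01% Triton X-100 at pH 7.4; reagent: DEVD-pNA substrate; doses: one concentration, 8.5 µM nominal, 0.8% DMSO; times: 1 h preincubation plus 2 h reaction at 25 °C; signal: Epi-absorbance at 405 nm of released p-nitroaniline, 0 and 120 min; replicates: singlicate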
* = called active by the depositor; . = not tested or not shown.

canonical_smiles	proCasp7 act	CIT2 TOR yeast	AHR act	MEP2-GFP yeast	RPL19A TOR yeast	LAP4 TOR yeast	AGP1 TOR yeast	procasp3 activ
CC(=O)C1=C(O)C(=O)N(CCc2c[nH]c3ccccc23)C1c1ccccc1 (stereo unspecified)	-3	109	6	104	105	96	104	7
Clc1ccc(NNc2ccnc3cc(Cl)ccc23)cc1	3	98	42	100	100	101	101	13
COC(=O)C1SCC2C(=O)N(Cc3ccc(Cl)c(Cl)c3)CC(=O)N21 (stereo unspecified)	1	100	5	97	100	91	94	-8
Clc1ccc(N2CCOCC2)nn1	7	96	-1	90	95	94	97	5
CC1CCN(S(=O)(=O)c2ccc3c(ccn3CC(=O)O)c2)CC1	2	102	1	98	90	86	90	10
CCN(CC)C(=O)c1[nH]cnc1C(=O)NCc1ccc(CNC(=O)OC(C)(C)C)cc1	14	94	-1	97	95	90	91	-1
c1ccc2c3n(nc2c1)CCCO3	3	91	-3	92	94	86	80	4
Cc1ccc(NS(=O)(=O)c2c(C)[nH]c(C)c2C(=O)N2CCCCC2)c(C)c1	2	106	4	97	98	96	99	4
C#CCNc1c2c(nc3nnnn13)CCCC2	13	107	0	100	102	99	106	5
Cc1cc(C)n2nc(-c3ccccc3)c(-c3ccccc3)c2n1	2	97	4	104	97	87	95	-3
Cc1ccc(-c2cc(C(=O)Nc3cccc(S(=O)(=O)N(C)C)c3)c3ccccc3n2)o1	-13	92	2	95	97	98	98	-4
CC(C)(C)NC(=O)Cc1ccc(Cl)c(Cl)c1	0	106	4	113	96	106	110	3
COc1ccc(CCNC(=O)C(=O)c2cn(CC(=O)N3CCOCC3)c3ccccc23)cc1OC	1	106	1	100	101	102	100	4
CC(=O)Nc1nnc(Cc2ccccc2)s1	7	92	4	100	102	105	101	4
CCn1cc(Br)c(C(=O)Nc2ccc(Cl)c(Cl)c2)n1	7	93	77*	98	97	98	.	-1
Cc1ccc(C)c(NC(=O)c2ccccc2NC(=O)C2CCCO2)c1 (stereo unspecified)	-4	93	6	103	101	110	98	-1
CC(=O)c1cccc(NC(=O)Nc2cccnc2)c1	9	105	65*	102	101	99	104	2
COc1ccc(C2=NN(C(=O)c3ccncc3)C(c3ccccc3O)C2)cc1 (stereo unspecified)	-2	106	1	106	100	91	107	3
C/C(=N\NC(N)=S)C12CC3CC(CC(C3)C1)C2	-1	89	-2	104	98	112	94	-2
CC(O)CCC(=O)NCCNC(=O)CCC(C)O (stereo unspecified)	1	96	2	101	100	103	99	2
COc1ccnc(CSC(N)=Nc2ccccc2OC)c1	-23	83	5	95	97	103	95	-9
CC(C)[C@H](NC(=O)C1CC(=O)N(c2ccc3c(c2)OCO3)C1)C(=O)NC1CCCC1 (stereo partly specified)	16	104	-1	106	98	90	95	10
COc1ccccc1C(=O)N/C(=C\c1ccc2c(c1)OCO2)C(=O)NCCc1nc2ccccc2[nH]1	-3	91	11	100	103	100	99	4
O=C(NCCN1CCCC1)c1cc(-c2ccncc2)nc2ccc(S(=O)(=O)N3CCOCC3)cc12	6	97	2	100	97	100	98	2
Cc1oc2c(c(C)cc3oc(=O)c(CC(=O)N[C@@H](CCCNC(N)=O)C(=O)O)c(C)c32)c1C	-20	91	3	105	98	80	85	3
Cc1ccc(C2C(C(N)=S)=C(N)OC3=C2C(=O)CC(C)(C)C3)cc1 (stereo unspecified)	-17	96	3	101	96	94	99	-16
COc1cc2c(cc1OC)C(CC(=O)O)N(C(=O)CC1CCCC1)CC2 (stereo unspecified)	-1	100	0	104	101	94	98	1
CCOC(=O)C1CCN(Cc2ccc(F)c(F)c2)CC1	1	98	0	98	99	90	98	9
O=C(CS(=O)(=O)Cc1ccccc1)Nc1ccccc1Cl	1	100	-1	102	101	98	102	-3
CC(=O)c1cccc(N(CC(=O)Nc2cc(C)cc(C)c2)S(C)(=O)=O)c1	-10	112	16	98	101	102	103	5
Cc1nn(C)c(Oc2ccccc2)c1CCNS(=O)(=O)c1ccc(Cl)cc1	7	.	0	92	94	81	93	2
N#CC(c1ccccc1)(c1ncc(C(F)(F)F)cc1Cl)N1CCOCC1 (stereo unspecified)	-9	102	0	103	102	102	99	-5
Cc1cc(C(=O)CSc2nc(N)cc(=O)[nH]2)c(C)n1-c1ccc(OC(F)F)cc1	-11	97	-2	102	103	93	99	-2
CC(C)C(=O)Nc1nnc(SCC(=O)NCc2cccs2)s1	5	103	2	107	101	99	104	-5
CC(=O)c1c(C)[nH]c(C(=O)Nc2cccc(S(=O)(=O)N3CCCC3)c2)c1C	4	111	33	106	101	96	105	2
O=C(Cc1c(F)c(F)c(F)c(F)c1F)Nc1nc(-c2ccccc2)cs1	4	100	-9	100	103	118	94	1
CCOC(=O)C1=C(N)Oc2c(oc(CO)cc2=O)C1c1c(F)cccc1Cl (stereo unspecified)	5	100	-4	102	99	98	99	3
COc1ccc(CCNC(=O)Cn2cc(C(F)(F)F)cc(Cl)c2=O)cc1	-6	104	-3	98	107	98	106	0
CC(=O)c1cccc(NC(=O)c2ccc(NS(C)(=O)=O)cc2)c1	24	112	8	103	102	104	107	2
O=C(Cn1ccc(NC(=O)OCc2ccccc2)nc1=O)NCCc1ccccn1	0	94	-2	96	96	97	96	7
Cc1ccc(SCC(=O)Nc2c(Br)cnn2C)cc1	9	108	1	104	105	116	118	-1
CC(CCc1ccccc1)NC(=O)CN1C(=O)NC2(CCCCC2)C1=O (stereo unspecified)	5	94	1	94	97	107	99	8
CCOC(=O)C[C@H]1c2cc(F)ccc2S(=O)(=O)N1c1cccc(OC)c1	7	90	7	88	92	82	83	4
COc1ccc(CC(=O)Nc2ccc(-c3nnc(-c4ccc(C)cc4)o3)cc2)cc1	2	94	1	101	101	98	100	10
NNC(=O)c1nn(-c2ccc(Cl)cc2)ccc1=O	-4	95	4	100	95	87	98	8

Part of the list above, with two lines to a compound:
Fields – proCasp7 act	CIT2 TOR yeast	AHR act	MEP2-GFP yeast	RPL19A TOR yeast	LAP4 TOR yeast	AGP1 TOR yeast	procasp3 activ
COc1cc2c(cc1OC)C(CC(=O)O)N(C(=O)CC1CCCC1)CC2 (stereo unspecified)
    -1	100	0	104	101	94	98	1
CCOC(=O)C1CCN(Cc2ccc(F)c(F)c2)CC1
    1	98	0	98	99	90	98	9
O=C(CS(=O)(=O)Cc1ccccc1)Nc1ccccc1Cl
    1	100	-1	102	101	98	102	-3
CC(=O)c1cccc(N(CC(=O)Nc2cc(C)cc(C)c2)S(C)(=O)=O)c1
    -10	112	16	98	101	102	103	5
Cc1nn(C)c(Oc2ccccc2)c1CCNS(=O)(=O)c1ccc(Cl)cc1
    7	.	0	92	94	81	93	2
N#CC(c1ccccc1)(c1ncc(C(F)(F)F)cc1Cl)N1CCOCC1 (stereo unspecified)
    -9	102	0	103	102	102	99	-5
Cc1cc(C(=O)CSc2nc(N)cc(=O)[nH]2)c(C)n1-c1ccc(OC(F)F)cc1
    -11	97	-2	102	103	93	99	-2
CC(C)C(=O)Nc1nnc(SCC(=O)NCc2cccs2)s1
    5	103	2	107	101	99	104	-5
CC(=O)c1c(C)[nH]c(C(=O)Nc2cccc(S(=O)(=O)N3CCCC3)c2)c1C
    4	111	33	106	101	96	105	2
O=C(Cc1c(F)c(F)c(F)c(F)c1F)Nc1nc(-c2ccccc2)cs1
    4	100	-9	100	103	118	94	1
CCOC(=O)C1=C(N)Oc2c(oc(CO)cc2=O)C1c1c(F)cccc1Cl (stereo unspecified)
    5	100	-4	102	99	98	99	3
COc1ccc(CCNC(=O)Cn2cc(C(F)(F)F)cc(Cl)c2=O)cc1
    -6	104	-3	98	107	98	106	0
CC(=O)c1cccc(NC(=O)c2ccc(NS(C)(=O)=O)cc2)c1
    24	112	8	103	102	104	107	2
O=C(Cn1ccc(NC(=O)OCc2ccccc2)nc1=O)NCCc1ccccn1
    0	94	-2	96	96	97	96	7
Cc1ccc(SCC(=O)Nc2c(Br)cnn2C)cc1
    9	108	1	104	105	116	118	-1
CC(CCc1ccccc1)NC(=O)CN1C(=O)NC2(CCCCC2)C1=O (stereo unspecified)
    5	94	1	94	97	107	99	8

(listing goes on)
canonical_smiles	proCasp7 act	CIT2 TOR yeast	AHR act	MEP2-GFP yeast	RPL19A TOR yeast	LAP4 TOR yeast	AGP1 TOR yeast	procasp3 activ
COc1cccc(/C=C2\SC(N3CCCC(C)C3)=NC2=O)c1OC (stereo unspecified)	6	88	9	106	102	100	85	-7
Cc1cc(C)cc(NC(=O)C(c2ccccc2)N2CCCC2)c1 (stereo unspecified)	-4	100	3	102	101	84	92	6
C/C(=N\NS(=O)(=O)c1ccc(Br)cc1)c1ccc2c(c1)OCO2	0	93	14	92	102	85	87	-1
CCOC(=O)c1c(C#N)cnn1-c1ccc(C)cc1	12	100	0	105	103	105	103	-4
CCOC(=O)C1=C(COC(=O)c2cccc(N(C)C)c2)NC(=O)NC1C (stereo unspecified)	4	101	8	97	93	96	95	-5
CC1CC(C)(C)NCCNC(C)CC(C)(C)NCCN1 (stereo unspecified)	5	104	-3	104	101	100	100	-1
O=C(Nc1ccon1)Nc1cccc(Cl)c1Cl	7	99	19	104	105	76	86	0
NS(=O)(=O)c1ccc(NC(=O)Cc2cccs2)cc1	.	110	.	98	102	93	99	.
CC(c1ccccc1)N(C)C(=O)CN1CCN(S(=O)(=O)c2ccc3c(c2)OCCCO3)CC1 (stereo unspecified)	-2	99	0	104	99	103	100	8
CC(=O)NCCc1nc(-c2ccc(Cl)cc2)no1	-4	96	2	91	107	114	85	15
O=c1[nH]c2ccc(Cl)cc2c(-c2ccccc2)c1N1CCOCC1	2	91	27	100	100	110	99	12
COc1ccccc1/C=C/C(=O)Nc1cccc(S(=O)(=O)NC2=NCCCCC2)c1	-1	102	42	103	96	100	98	-5
Cn1ccc2cc(-c3ccc4ncnc(NCc5cccs5)c4c3)ccc21	8	99	18	98	99	111	101	-1
O=C(CCNC(=O)C1CCN(S(=O)(=O)c2ccc(F)cc2)CC1)NCc1ccccc1	-2	99	-1	102	102	100	101	2
COc1ccc(OC)c(Nc2nc3nonc3nc2N2CCCCC2)c1	4	99	0	103	104	96	104	0
NC(=O)Cc1nc(-c2ccccc2)cs1	5	95	-1	102	99	88	93	5
CC1(C)C(=O)NCCN1C(=O)CCCC(=O)O	8	109	4	97	99	105	101	-5
CC(C)[C@H](NC(=O)N1CC(=O)Nc2ccccc21)C(=O)Nc1nccs1	-1	91	11	93	96	94	96	2
N#Cc1cc2c(nc1SCC(=O)Nc1sc3c(c1C#N)CCC3)CCCC2	7	102	4	101	104	93	101	-1
